Source: PubChem (several laboratories)
VIM-2 inh – blocks Pseudomonas aeruginosa VIM-2 metallo-beta-lactamase. purified VIM-2, nitrocefin hydrolysis, epi-absorbance fluorescence. AID 1527. inhibition, % at 5.6 µM. hit rate 0.89% among 290,000;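 active = inhibition above the mean of all tested compounds plus 3 SD, cutoff set per screening run, cut at about 7.5% in these data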;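 note: red hydrolysis product quenches plate fluorescence so inhibitors raise well fluorescence; 0% = enzyme with DMSO and 100% = DMSO without enzyme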
IDE cell activ – activators of human insulin-degrading enzyme in cells; HEK cells, FAbeta-B cleavage, fluorescence polarization; 0% vehicle, 100% cell-free pure enzyme wells; activation, % at 5.96 µM; hit rate 0.073% among 340,000;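 active = activation above the mean of all tested compounds plus 3 SD, set per screening campaign, cut at about 17% in these data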
NALP1 yeast inh – blocks the NALP1 inflammasome reconstituted in yeast. AID 2071. S. cerevisiae NALP1/ASC/caspase-1 growth, X-gal OD620, 72 h. inhibition, % at 10 µM. hit rate 0.61% among 280,000; in the data active = inhibition mostly above about 24%, no sharp cut-off; inactive = mostly below about 32%; note: some compounds called inactive have numbers as strong as hits
GPR7 antagonist – blocks human GPR7 receptor signaling; P48145; inhibition, % at 4.4 µM; GPR7-expressing cells, fluorescence antagonist assay; hit rate 1.1% among 290,000; in the data active = inhibition above about 16%, passing the limit was not always enough;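 note: cells stimulated with the agonist NPW; 0% = agonist with vehicle and 100% = vehicle without agonist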
Target sequence (P48145 whole entry, looked up): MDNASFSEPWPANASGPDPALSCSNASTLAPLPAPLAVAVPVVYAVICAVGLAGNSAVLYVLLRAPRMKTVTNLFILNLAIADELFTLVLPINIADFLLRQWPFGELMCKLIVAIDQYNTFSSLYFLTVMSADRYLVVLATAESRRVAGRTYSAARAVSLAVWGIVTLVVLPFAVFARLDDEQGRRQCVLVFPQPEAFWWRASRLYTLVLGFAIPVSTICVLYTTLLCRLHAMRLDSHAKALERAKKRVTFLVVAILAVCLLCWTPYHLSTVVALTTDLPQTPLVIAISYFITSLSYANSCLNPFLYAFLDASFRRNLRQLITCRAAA
IDE inh – cellular human IDE inhibition; inhibition, % at 5.59 µM; AID 434962; hit rate 0.41% among 320,000; HEK cells, FAbetaB cleavage, fluorescence polarization;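 active = percent inhibition above the average of all tested compounds plus 3 SD, set per screening campaign, cut at about 16% in these data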;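 note: IDE supplied by intact live HEK cells; FP after avidin binding of uncleaved biotin substrate so inhibition keeps polarization high; 0% = DMSO wells and 100% = 60 µM reference IDE inhibitor Ii1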
IMP-1 inhibitor – blocks Pseudomonas aeruginosa IMP-1 metallo-beta-lactamase. purified IMP-1, nitrocefin hydrolysis, epi-absorbance fluorescence. inhibition, % at 5.6 µM. hit rate 0.45% among 290,000. AID 1556;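 active = inhibition above the mean plus 3 SD of all compounds in the same screening run, cut at about 4.5% in these data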;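 note: 0% = IMP-1 with DMSO and 100% = DMSO wells lacking enzyme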
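System: purified IMP-1; amount: IMP-1 0.2 nM before substrate addition; compound: single dose, 5.6 µM; times: 25 °C, 15 min preincubation, 25 min reaction; signal: Epi-absorbance via hydrolysed-nitrocefin quenching of white-plate fluorescence, 480/530 nm, EDTA stop; benchmarks: DMSO with and without IMP-1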
PHOSPHO1 block – blocks human PHOSPHO1 phosphatase activity. AID 1565. inhibition, % at 13.3 µM. hit rate 1.1% among 290,000. recombinant PHOSPHO1, absorbance phosphatase assay. Q8TCT1; in the data active = inhibition above about 60%
Target sequence (Q8TCT1 whole entry, looked up): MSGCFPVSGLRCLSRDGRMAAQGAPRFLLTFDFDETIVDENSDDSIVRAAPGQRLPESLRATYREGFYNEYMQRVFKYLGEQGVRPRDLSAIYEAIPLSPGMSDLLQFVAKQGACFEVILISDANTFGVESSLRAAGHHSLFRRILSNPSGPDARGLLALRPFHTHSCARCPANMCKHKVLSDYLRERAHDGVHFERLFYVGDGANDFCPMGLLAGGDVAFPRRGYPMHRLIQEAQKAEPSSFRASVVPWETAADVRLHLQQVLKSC
PfM18AAP inh – PfM18AAP enzyme inhibition; inhibition, % at 7.35 µM; recombinant PfM18AAP, H-Glu-NHMec fluorogenic cleavage; AID 1822; hit rate 1.2% among 290,000;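 active = inhibition above the campaign mean inhibition over all tested compounds plus 3 SD, cut at about 28% in these data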;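 note: 0% = plate median of test compound wells and 100% = 2 mM ZnCl2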
pCIP destab – p/CIP protein destabilization | Q05BA5 | F442A p/CIP-EGFP cells, EGFP fluorescence, 16 h | decrease of EGFP signal, % at 10 µM | hit rate 0.01% among 290,000 | AID 1984;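 active = EGFP signal decrease of at least 30% at 10 µM or well 3 SD below plate mean, unless failing retest; inactive = the rest, including hits failing retest or dose response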; note: some compounds called inactive have numbers as strong as hits; many of its hits are not listed in these tables
* hit, by the source's call; nt = no result given. Not a hit list; any-hit rate near 5.3%.

SMILES	VIM-2 inh	IDE cell activ	NALP1 yeast inh	GPR7 antagonist	IDE inh	IMP-1 inhibitor	PHOSPHO1 block	PfM18AAP inh	pCIP destab
Cc1ccc(-c2cc(C(F)(F)F)c(C#N)c(SCC(=O)O)n2)cc1	-1.1	0	9	-12	8	-2.0	-19	1	-4
CC1(C)C2CCC(C2)C1(C)NC(=O)CNC1CCCCC1 (configuration not stated)	1.2	7	6	11	-1	-2.2	-12	-2	10
CCOC(=O)CCC(NC(=O)c1ccccc1C(=O)NC(CCC(=O)OCC)C(=O)OCC)C(=O)OCC (configuration not stated)	-0.8	-3	-14	-6	-2	-1.2	65*	3	-3
COc1ccc(Cl)cc1NC(=O)C[n+]1cccc(C)c1	0.3	5	15	4	-1	-1.5	33	-3	0
Cc1nn(-c2ccccc2)c(C)c1C(=O)NCc1cccs1	1.5	7	29	14	3	1.0	-5	-10	-2
COC(=O)C1C(=O)C=C(Nc2ccc(F)cc2F)CC1c1ccccc1 (configuration not stated)	-1.3	5	-2	-1	6	-1.3	-10	1	-11
Cc1ccc([N+](=O)[O-])cc1NC(=O)CSc1nncn1-c1ccccn1	-1.2	3	10	-7	-6	0.4	28	1	-15
Cc1nnc(Sc2cc(NCCO)c([N+](=O)[O-])c3nonc23)s1	1.0	-11	-15	-1	nt	-3.7	44	-43	-3
COc1ccc2ncc(S(=O)(=O)c3ccccc3)c(N3CCN(c4ccccc4)CC3)c2c1	0.1	10	27	-6	1	-2.5	10	-16	3
O=C(CSc1ccc2nnc(CCNC(=O)c3ccccc3)n2n1)Nc1ccccc1F	-2.4	1	-1	-11	-7	-2.4	-11	3	2
COc1cc(C2C(C(=O)Nc3ccc(F)cc3)=C(C)Nc3nc(CCCO)nn32)cc(OC)c1OC (configuration not stated)	nt	1	-5	nt	2	nt	-9	nt	-6
CC1(OC(=O)C2CCCC2)C(=O)C=C2C=C(c3ccsc3)N(CCCCO)C=C2C1=O (configuration not stated)	nt	0	-17	nt	5	nt	13	nt	0
Cc1ccc(OCCOCCOc2cccc3cccnc23)c(Br)c1	-0.5	2	38	-1	-1	-1.8	-1	-3	-11
COc1ccc(-c2nnc3ccc(SCC(=O)NCC4CCCO4)nn23)cc1 (configuration not stated)	-0.1	-3	31	-15	-6	-1.8	6	12	3
COc1ccccc1N1CCN(/N=C(\C)c2ccc(O)cc2)CC1	-1.2	-2	17	-18	7	-5.4	40	4	-4
COc1ccc(NS(=O)(=O)c2ccc(OC)c(NC(=O)CCC3CCCCC3)c2)cc1	-4.2	1	15	-13	-1	-1.6	0	-2	-2
COc1ccc([N+](=O)[O-])cc1NC(=O)c1ccco1	-0.9	1	-10	-13	3	-1.8	24	-1	-13
COc1cccc(CN2C(=O)c3ccccc3C2C(=O)NCC2CCCO2)c1 (configuration not stated)	-2.9	1	8	0	-1	-2.3	3	-12	-1
COC(=O)c1cc(S(=O)(=O)N2CCCCC2)c[nH]1	-2.6	7	6	-14	7	-2.9	36	-5	-12
COc1ccc(C2Nc3ccccc3NC3=C2C(=O)CC(C)(C)C3)cc1OC (configuration not stated)	-3.3	1	20	-9	4	-3.1	58	8	-14
CCC(C)NCCOCCOc1ccc(Cl)c2ccccc12 (configuration not stated)	2.5	11	2	71*	0	2.9	26	-4	13
CCCCOP(=O)(OCCCC)C(O)c1ccc(Br)cc1 (configuration not stated)	-2.5	-1	32	11	6	-2.0	4	6	-4
c1coc(-c2ccnc(-n3cccc3)n2)c1	-1.9	-5	13	-10	9	-3.6	49	3	-2
[O-][n+]1onc2c1CCc1nnc(-c3ccccc3)cc1-2	-0.4	4	0	12	5	-1.2	6	-8	-2
COc1cccc(CN2CCN(Cc3ccc(O)c(OC)c3)CC2CCO)c1 (configuration not stated)	-2.7	-5	-13	-2	9	0.5	-13	-3	3
Cc1csc(C(C)NC(=O)c2ccc(OC3CCN(CCc4ccccc4)CC3)cc2)n1 (configuration not stated)	-0.3	6	-6	-5	2	-5.3	40	-4	1
Cc1cccc(C)c1NC(=O)NCCCN1CCN(c2ccccc2)CC1	-3.1	-1	3	-7	5	-2.8	-7	-7	5
COC(=O)c1ccc(CSc2nnc(-c3ccncc3)n2Cc2ccccc2)o1	2.5	2	14	-14	-2	-4.8	18	0	-21
CC(C)CN(CC(C)C)S(=O)(=O)N1CCC(C(=O)NCc2ccco2)CC1	-1.7	2	9	0	9	-2.1	-1	-4	4
Cc1cccnc1NC(=S)NC(=O)c1cccs1	3.8	5	4	-1	-4	-1.1	46	1	-6
Cc1noc(C)c1C(=O)OCC(=O)Nc1ccccc1Oc1ccccc1	-2.8	-2	8	5	0	-1.9	8	-2	-1
CCOCCOC(=O)c1[nH]c2c(c1C)C(=O)CC(c1ccc(OC)c(OC)c1)C2 (configuration not stated)	-3.8	1	-3	-1	6	-4.1	20	1	-6
CCc1cc(CNC(=O)c2ccc(OC3CCN(CCc4ccccc4)CC3)cc2)on1	-1.5	5	8	-8	-1	13*	28	-1	-2
CCCn1c2ccccc2c2cnn(CC(=O)NC3CCCCC3)c(=O)c21	-1.6	4	1	-17	-4	-3.4	5	-8	-10
COc1cccc(/C=c2\sc3nc(-c4cccs4)nn3c2=O)c1OC	-1.6	3	13	-5	-5	-1.6	71*	10	0
COc1ccc(C2OC(=O)CC2C(=O)NCc2ccc(Cl)cc2)cc1OC (configuration not stated)	1.4	1	2	-5	4	-0.8	18	0	-1
COc1ccc(C)cc1NS(=O)(=O)c1cc(C)ccc1C	-1.9	11	10	-4	4	-2.7	-5	-10	1
N/C(=N\N=C\c1ccco1)SC1CC(=O)N(c2ccc(C(=O)O)cc2)C1=O (configuration not stated)	-2.3	0	-3	-4	2	-2.1	20	0	7
COc1ccc(C2CCCN2C(=O)Nc2ccc(C)c(C)c2)cc1OC (configuration not stated)	0.0	-10	7	-10	-2	0.4	-7	-9	-14
Cc1nc2c(sc3nc(N4CCOCC4)c4c(c32)CC(C)(C)OC4)c(-c2ccc(Cl)cc2)c1C(=O)O	-2.4	5	-6	-5	7	-3.6	12	-1	-18

Complete entries, looked up by structure:
Entry for CCCn1c2ccccc2c2cnn(CC(=O)NC3CCCCC3)c(=O)c21 : VIM-2 inh = -1.6; IDE cell activ = 4; NALP1 yeast inh = 1; GPR7 antagonist = -17; IDE inh = -4; IMP-1 inhibitor = -3.4; PHOSPHO1 block = 5; PfM18AAP inh = -8; pCIP destab = -10
Entry for N/C(=N\N=C\c1ccco1)SC1CC(=O)N(c2ccc(C(=O)O)cc2)C1=O (configuration not stated) : VIM-2 inh = -2.3; IDE cell activ = 0; NALP1 yeast inh = -3; GPR7 antagonist = -4; IDE inh = 2; IMP-1 inhibitor = -2.1; PHOSPHO1 block = 20; PfM18AAP inh = 0; pCIP destab = 7
Entry for COc1cccc(/C=c2\sc3nc(-c4cccs4)nn3c2=O)c1OC : VIM-2 inh = -1.6; IDE cell activ = 3; NALP1 yeast inh = 13; GPR7 antagonist = -5; IDE inh = -5; IMP-1 inhibitor = -1.6; PHOSPHO1 block = 71*; PfM18AAP inh = 10; pCIP destab = 0

(list continues)
SMILES	VIM-2 inh	IDE cell activ	NALP1 yeast inh	GPR7 antagonist	IDE inh	IMP-1 inhibitor	PHOSPHO1 block	PfM18AAP inh	pCIP destab
COc1ccc(NC(=S)N2CCc3ccccc3C2)cc1OC	-3.5	0	19	-7	9	-2.2	42	5	-2
Clc1ccc(-c2ncc3ccccn23)c(Cl)c1	-1.4	0	1	-4	7	-1.9	-3	3	4
CC(C)C(c1nnnn1Cc1ccccc1)N(Cc1ccco1)Cc1cccs1 (configuration not stated)	-3.6	-2	-6	9	2	-3.8	2	13	-17
CCOC(=O)CC(NC(=O)c1ccco1)c1ccc(C)cc1 (configuration not stated)	-0.3	0	-9	3	0	-2.7	6	0	2
CCCCNC(=O)CCCCC(=O)N/N=C/c1cccc(Cl)c1	-2.1	-1	31	-6	5	-3.1	19	-5	-11
Cc1ccc(NC(=O)c2c([N+](=O)[O-])c(C(C)(C)C)nn2C)cc1	-5.5	5	39	-19	-3	-1.9	19	4	-14
COC(=O)c1cc(S(=O)(=O)N2CCOCC2)c(N2CCOCC2)cc1N1CCOCC1	-0.5	0	-2	-4	nt	-2.7	12	-1	-15
CC(C)(C)NC(=O)COC(=O)c1cc(Cl)ccc1[N+](=O)[O-]	0.0	4	5	-3	4	-1.3	-5	-8	-11
CN(C)c1nc(-c2ccc([N+](=O)[O-])cc2)cs1	-2.4	-4	8	-4	0	-2.3	40	3	-2
CC(=O)Nc1ccc(NC(=O)Nc2cccc(Cl)c2)cc1	-0.4	6	4	1	3	-1.2	14	-5	-8
CC(=O)CC(=O)Nc1ccc2ccccc2c1	-1.0	-3	-9	7	2	-0.4	50	-4	0
Nc1c(C(=O)NCCN2CCOCC2)c2nc3ccccc3nc2n1-c1ccc2c(c1)OCO2	4.9	-3	15	5	9	-0.5	6	15	-5
CC(C)C(=O)Nc1ccc(O)c(-c2csc(N)n2)c1	1.0	2	-9	4	3	-1.1	-12	-6	-3
COc1ccc(NC(=O)c2noc3c2CCC3)cc1	-1.6	2	9	-7	-2	-0.7	-1	-3	-17
C/C(=N/OC(=O)c1ccc(Br)cc1)c1ccc(C)cc1	-1.6	0	11	-7	11	-4.2	-6	3	-15
CC1Oc2ccccc2N(CC(=O)NCCc2ccccc2)C1=O (configuration not stated)	-0.9	-9	18	-18	3	-8.4	19	-16	-8
Cc1cc(C(=O)COc2ncnc3sccc23)c(C)n1C1CC1	-4.3	2	3	-3	-6	-4.5	4	-2	-14
CC(=O)Nc1nn(C)c2nc(C)cc(C)c12	-3.0	4	-28	-1	-5	-1.6	51	3	-9
O=C(Cn1cnc2c(nnn2Cc2ccc(Cl)cc2)c1=O)NCc1ccco1	-1.6	3	2	-11	3	-3.0	-8	7	-8
CN1CCC(OC(=O)c2cc3cc(Br)ccc3oc2=O)CC1	2.0	2	23	11	-3	-2.8	30	6	4
O=c1c2ccccc2oc2ccc(NCCCn3ccnc3)cc12	11*	-7	22	3	0	-3.5	-78	1	-19
Cc1ccc(S(=O)(=O)Nc2n[nH]nc2C(=O)NC2CCCCC2)cc1	-2.0	nt	0	-19	5	-3.5	46	-3	7
CCN(CC)c1ccc(/C=N/NC(=O)c2ccoc2C)c(O)c1	-3.2	9	7	2	9	-3.6	32	8	-6
CCOC(=O)c1c(S(=O)(=O)NCC(=O)Nc2ccccc2F)c(C)n(C)c1C	-0.8	-4	-6	-16	1	-1.4	36	1	-8
Nc1ccc(O)c2c1C(=O)c1ccccc1C2=O	4.2	1	-16	-2	0	-1.1	22	0	-3
Cc1ccc(-c2ccc(=O)[nH]n2)cc1	-4.2	3	16	-16	-2	-3.4	-1	-4	-4
COc1ccc(/C(N)=N/OC(=O)CCc2ccccc2)cc1	-1.2	-4	9	-7	3	-1.9	3	-13	-5
CC1(C)CC(=O)C(C=NCC(N)=O)=C(O)C1	-3.3	-1	14	-8	3	-3.6	23	-1	-5
O=C(CSc1nc(-c2ccccc2)cc(=O)[nH]1)Nc1ccccc1	2.3	3	26	-8	-3	-0.6	27	-1	-1
Cc1ccc(C(=O)NCC(=O)NCCCc2ccccc2)cc1	0.9	-2	14	-5	0	1.5	6	-9	-12
O=C(Nc1ccc(Cl)cn1)c1ccc2ccccc2n1	-2.6	6	0	-9	-3	-2.3	27	-2	-8
CCc1cc(=O)oc2cc(OC(C)=O)cc(OC(C)=O)c12	-2.2	4	27*	-6	3	-2.0	-2	-1	-11
